# High-throughput results from PubChem.
# Wee1 degr inh: blocks degradation of human Wee1 kinase. P30291. HeLa Luc-Wee1K328M stability, luciferase luminescence; 100% = proteasome inhibitor MG132 effect. reporter increase, % at 5 µM. 1.2% of 220,000 active;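 active means activation above the mean of all tested compounds plus 3 SD, set per screening run, cut at about 8.8% in these data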;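 further: cells exposed to compound for 20 h before luminescence read; 0% = DMSO alone and 100% = MG132 at 30 µM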
# Rad51 HR inh: blocks human Rad51 in homologous recombination | 0.085% of 200,000 active | hRad51 DNA strand exchange, fluorescence dequenching | inhibition, % at 10 µM | Q06609 | AID 1385;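 active means inhibition above 40% at the single screening dose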;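 further: 0% = DMSO control wells and 100% = blanks with heterologous ssDNA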
# Target sequence (Q06609 whole entry, looked up): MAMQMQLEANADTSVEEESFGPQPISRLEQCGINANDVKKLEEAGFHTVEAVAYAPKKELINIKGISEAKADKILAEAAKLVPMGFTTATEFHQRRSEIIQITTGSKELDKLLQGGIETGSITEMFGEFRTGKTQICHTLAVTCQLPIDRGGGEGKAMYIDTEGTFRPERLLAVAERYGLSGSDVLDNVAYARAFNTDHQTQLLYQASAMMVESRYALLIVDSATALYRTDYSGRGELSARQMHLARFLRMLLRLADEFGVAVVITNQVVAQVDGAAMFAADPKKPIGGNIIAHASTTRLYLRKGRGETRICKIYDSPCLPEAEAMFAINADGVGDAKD
#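 Test system: preformed human Rad51 ssDNA filaments; also added: Donor/quencher-labelled 47-bp dsDNA substrate; doses: 10 µM final, single point; times: 37 °C 15-min filament assembly, 30-min compound preincubation, 15-min exchange; detection: FRET fluorescence dequenching, excitation 485 nm, emission 520 nm; read-out basis: Fluorescence-based percent inhibition, control- and blank-normalised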
# hK5 inh: kallikrein 5 (human) inhibition; recombinant hK5, fluorogenic AMC substrate cleavage; Q9Y337; 0.59% of 210,000 active; inhibition, % at 5 µM;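 active means inhibition of 40% or more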;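 further: 0% = enzyme controls without compound and 100% = no-enzyme blanks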
# Target sequence (Q9Y337 67-293 limits assumed): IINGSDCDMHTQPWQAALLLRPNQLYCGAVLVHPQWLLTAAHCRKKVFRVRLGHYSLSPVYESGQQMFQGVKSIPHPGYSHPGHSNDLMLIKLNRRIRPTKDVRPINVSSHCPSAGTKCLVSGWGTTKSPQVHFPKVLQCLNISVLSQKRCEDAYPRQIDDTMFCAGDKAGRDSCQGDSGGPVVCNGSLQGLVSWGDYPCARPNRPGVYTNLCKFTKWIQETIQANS
# eIF4E 4G PPI: blocks eIF4E binding to eIF4G | TR-FRET eIF4E-eIF4GI(517-606) binding, 2 h | inhibition, % at 21.7 µM | 0.37% of 220,000 active;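 active means inhibition above about 30%, limit read from the data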;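 further: 0% = full FRET control wells and 100% = background wells lacking eIF4GI fragment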
# p97 inhibitor: human p97 ATPase inhibition; P55072; recombinant p97 ATPase, Kinase-Glo ATP luminescence, 3 h; inhibition, % at 8 µM; 0.42% of 220,000 active; AID 1481; in the data active means inhibition above about 15%;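 further: 0% = DMSO vehicle and 100% = wells lacking enzyme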
# FXIIa inh: factor XIIa (human) inhibition | P00748 | purified FXIIa, Boc-QGR-AMC fluorogenic substrate, 2 h | inhibition, % at 5 µM | 0.3% of 220,000 active; in the data active means inhibition above about 40%;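 further: 0% = enzyme with no compound and 100% = blank without enzyme; many of its hits are not listed in these tables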
# FXIa inh: blocks human coagulation factor XIa protease activity. inhibition, % at 5 µM. 0.14% of 220,000 active. AID 798. purified FXIa, Boc-Glu-Ala-Arg-AMC fluorogenic substrate. P03951;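 active means inhibition of at least 40%; inactive means inhibition below 40%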;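 further: fluorescence of freed AMC excited at 355 nm; 0% = enzyme without compound and 100% = no enzyme blank; many of its hits are not listed in these tables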
# 14-3-3 Bad inh: disrupts binding of bovine 14-3-3 zeta to phospho-Bad peptide; TR-FRET 14-3-3zeta/Dy647-pBad peptide displacement, 1 h; inhibition, % at 21.7 µM; 0.71% of 220,000 active; AID 781;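 active means inhibition above about 70%, limit read from the data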;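 further: 0% = full 14-3-3 plus peptide FRET controls and 100% = background without 14-3-3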
# Target sequence (P63103 whole entry, looked up): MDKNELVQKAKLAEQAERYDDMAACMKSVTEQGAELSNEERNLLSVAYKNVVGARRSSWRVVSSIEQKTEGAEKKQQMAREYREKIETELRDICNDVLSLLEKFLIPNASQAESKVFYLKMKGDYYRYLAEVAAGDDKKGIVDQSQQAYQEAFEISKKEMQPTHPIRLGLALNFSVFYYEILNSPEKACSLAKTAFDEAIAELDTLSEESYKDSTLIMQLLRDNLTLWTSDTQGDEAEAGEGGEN
# Mdm2 ligase inh: blocks human Mdm2 ubiquitin ligase activity; Q00987; cell-based MDM2 ubiquitination luciferase reporter, 2 h; 0 = plate control, 100 = twice control, blank-subtracted; signal enhancement, % at 5 µM; 0.11% of 210,000 active; AID 1230;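 active means signal enhancement of 30% or more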;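 further: luminescence tracks abundance of the self-degrading MDM2-luciferase fusion protein; higher signal means inhibition of MDM2 E3 ligase activity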
#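 Test system: mammalian cells stably expressing self-ubiquitinating, self-degrading MDM2 E3–luciferase fusion; Amount: 2000 cells in each well; Medium: DMEM; Schedule: 4 h settle plus 2 h compound, 37 °C; Technique: SteadyLite luciferase luminescence after 15 min room-temperature reagent incubation; Benchmarks: plate control and blank wells.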
# * hit, by the source's call; · = no result given; [ ] = another dose, or the depositor's remark.
entry	Structure	p97 inhibitor	FXIa inh	eIF4E 4G PPI	FXIIa inh	hK5 inh	Rad51 HR inh	Mdm2 ligase inh	Wee1 degr inh	14-3-3 Bad inh
1	Cc1c(C(=O)N2CCc3ccccc3C2)oc2ccc(S(=O)(=O)N3CC(C)CC(C)C3)cc12 (configuration not stated)	-4	-9	2	1	-4	10	-5	3	16
2	O=C(c1ccccc1S(=O)(=O)NCc1ccccc1)N1CCCC1	·	8	0	18	-2	-2	-10	·	-13
3	S=C(Nc1ccc(Cl)cc1)c1nc2ccccc2[nH]1	6	-3	1	-1	-104	0	-19	5	-28[fluorescence artefact?]
4	O=C(NCc1ccccc1)/C(=C/c1ccco1)NC(=O)c1ccco1	6	-1	-3	-7	-8	-6	-8	-1	0
5	O=C1CC(c2ccc(Cl)cc2)n2nc(N3C(=O)c4ccccc4C3=O)nc2N1 (configuration not stated)	6	6	0	17	-2	-11	3	-2	4
6	COc1cccc(C(=O)NCc2n[nH]c(=S)n2-c2cccc(C)c2)c1	1	1	-3	13	8	4	-6	-1	-2
7	CCOC(=O)C1CN(S(=O)(=O)c2ccc(OC)cc2)c2cc(CC(=O)OC)ccc2O1 (configuration not stated)	-3	-5	-3	3	-8	-14	-21	-1	-1
8	CCN(CC(=O)Nc1ccc(NC(C)=O)cc1)CC(=O)Nc1ccc(F)c(Cl)c1	1	0	-1	1	7	3	-1	1	-8
9	COc1ccc2c(CC(=O)N3CCc4ccccc43)coc2c1	2	-5	-2	6	-9	9	-18	4	-5[fluorescence artefact?]
10	COc1ccc(S(=O)(=O)NC(N)=NCCc2ccc(OC)c(OC)c2)cc1	-1	0	-1	6	4	·	8	2	-1
11	CCN1C(=O)C(O)(CC(=O)c2ccccn2)c2ccccc21 (configuration not stated)	3	0	2	-4	-31	-6	-5	2	-7[fluorescence artefact?]
12	Cc1cc(C)nc(N(C#N)Cc2cccc([N+](=O)[O-])c2)n1	2	-7	0	-1	-10	-91	-7	1	-6
13	Cc1nc2ccccc2nc(C)c1=NOCc1cccc(F)c1	-1	-3	-3	2	·	·	-4	3	5
14	O=C(COc1ccccc1)N1c2ccccc2Sc2ccccc21	1	4	20	5	-14	8	8	-1	3
15	Cc1ccccc1-c1cc(-c2ccccc2O)n[nH]1	5	-8	5	-17	17	-2	-24	0	-7
16	Cc1c(F)cccc1NC(=O)CCC(=O)O	14	-10	4	3	1	-2	-2	-2	-2
17	O=C(Cc1c(O)c2ccccc2[nH]c1=O)NCc1ccc(F)cc1	1	-2	-3	6	-4	-1	0	1	5
18	COc1cccc(N2C(=O)C3CC=C(Cl)CC3C2=O)c1 (configuration not stated)	6	-6	-3	11	3	1	-1	-2	17
19	COc1cccc(C(c2sc3nc(C)nn3c2O)N2CCC3(CC2)OCCO3)c1 (configuration not stated)	-2	6	2	8	-6	-10	-14	3	2[fluorescence artefact?]
20	O=C(c1ccccc1SCc1ccc(F)cc1)N1CCOCC1	-2	12	-2	22	8	1	-7	-5	1
21	COC(=O)c1c(NC(=O)Cc2cccs2)sc2c1CCCC2	4	0	13	12	-18	-5	-14	-2	-8
22	CCN1CCN(CCCNC(=O)c2cc3sccc3n2CC)CC1	4	3	-1	14	-4	3	-29	0	10[fluorescence artefact?]
23	CCOC(=O)Cc1nc(-c2ccccc2)n[nH]1	7	-3	2	4	-4	0	9	-1	-7
24	CCOC(=O)c1c(C)[nH]c(=S)c(C#N)c1-c1ccc(OC)cc1	7	5	0	10	-4	0	3	-2	6
25	CC(=O)N1CC23C=CC(CC2CC12CCCCCC2)O3 (configuration not stated)	5	3	2	9	4	2	-16	-1	-11
26	NNC(=O)CN1C(c2ccccc2)=Nc2ccc(Br)cc2C1c1ccccc1 (configuration not stated)	6	-3	0	10	0	-11	8	-1	-16
27	CNC(=O)CC1C(=O)N(c2ccc(Cl)cc2)C(=S)N1CCc1ccc(OC)c(OC)c1 (configuration not stated)	2	-5	-4	-2	-20	14	-14	1	-3
28	O=C(NCC1CCCO1)C1C2C=CC3(CN(Cc4cccs4)C(=O)C13)O2 (configuration not stated)	-10	3	-1	9	-5	0	-19	-5	-12[fluorescence artefact?]
29	Cc1ccc(C2=NN(S(C)(=O)=O)C(c3ccc4nccnc4c3)C2)cc1 (configuration not stated)	2	2	1	13	-11	9	0	-2	-1
30	COc1ccccc1-c1cc(C(=O)Nc2sc3c(c2C#N)CCC(C)C3)c2ccccc2n1 (configuration not stated)	-4	17	-5	27	-4	1	-6	-1	-2

# Quoted at random: seven records from the list.
entry	Structure	p97 inhibitor	FXIa inh	eIF4E 4G PPI	FXIIa inh	hK5 inh	Rad51 HR inh	Mdm2 ligase inh	Wee1 degr inh	14-3-3 Bad inh
26	NNC(=O)CN1C(c2ccccc2)=Nc2ccc(Br)cc2C1c1ccccc1 (configuration not stated)	6	-3	0	10	0	-11	8	-1	-16
28	O=C(NCC1CCCO1)C1C2C=CC3(CN(Cc4cccs4)C(=O)C13)O2 (configuration not stated)	-10	3	-1	9	-5	0	-19	-5	-12[fluorescence artefact?]
27	CNC(=O)CC1C(=O)N(c2ccc(Cl)cc2)C(=S)N1CCc1ccc(OC)c(OC)c1 (configuration not stated)	2	-5	-4	-2	-20	14	-14	1	-3
23	CCOC(=O)Cc1nc(-c2ccccc2)n[nH]1	7	-3	2	4	-4	0	9	-1	-7
25	CC(=O)N1CC23C=CC(CC2CC12CCCCCC2)O3 (configuration not stated)	5	3	2	9	4	2	-16	-1	-11
30	COc1ccccc1-c1cc(C(=O)Nc2sc3c(c2C#N)CCC(C)C3)c2ccccc2n1 (configuration not stated)	-4	17	-5	27	-4	1	-6	-1	-2
21	COC(=O)c1c(NC(=O)Cc2cccs2)sc2c1CCCC2	4	0	13	12	-18	-5	-14	-2	-8

# Next section:
entry	Structure	p97 inhibitor	FXIa inh	eIF4E 4G PPI	FXIIa inh	hK5 inh	Rad51 HR inh	Mdm2 ligase inh	Wee1 degr inh	14-3-3 Bad inh
31	Cc1cc(=S)[nH]c2c(C)cccc12	2	2	-1	18	-4	2	-16	1	-13
32	c1ccc2sc(N3CCOCC3)nc2c1	-1	-1	-9	4	8	0	-16	0	-4[fluorescence artefact?]
33	O=C(NC(=S)Nc1nc(-c2ccccc2)cs1)c1cccs1	4	4	-5	9	-19	0	-6	1	-22[fluorescence artefact?]
34	CC(O)CCC(=O)NCCNC(=O)CCC(C)O (configuration not stated)	-1	9	1	16	-6	-3	-18	-1	-4
35	COCCNC(=S)N1C2CCC1CC(NC(=O)NC13CC4CC(CC(C4)C1)C3)C2 (configuration not stated)	-3	-3	-1	-4	2	11	-12	-1	-5
36	O=C(NNC(=O)c1cc(-c2ccc(Cl)cc2Cl)nc2ccccc12)Nc1ccccc1	5	5	-8	12	-22	4	8	-1	2
37	Nn1c(-c2ccco2)n[nH]c1=S	-1	0	8	11	12	1	-8	0	7
38	CNC(=O)Cc1csc2ccc(C)cc12	6	1	-13	5	2	-18	-13	-3	2
39	CCCN(CCC)S(=O)(=O)c1ccc(Cl)c(OC)c1	-2	-6	1	4	-9	28	-5	4	-7
40	Cc1ccnn1CC(=O)N/N=C/c1c[nH]c2ccccc12	4	3	-4	10	-1	2	-4	3	-9
41	CCCCn1c(CN2C(=O)c3ccccc3C2=O)nc2ccccc2c1=O	2	4	2	14	-27	14	-7	-2	63[fluorescence artefact?]
42	Cc1ccc(C)c(N(C(=O)Cc2cccs2)C(C(=O)NC2CCCC2)c2ccc(C)o2)c1 (configuration not stated)	2	5	-5	10	-10	5	6	0	0
43	COc1ccc(/C=N/NC(=O)c2nn(-c3ccc(Cl)cc3)c(=O)c3c(N)scc23)cc1	0	16	-3	22	-24	-2	-16	4	-9
44	CC(=O)c1c(C)[nH]c(C(=O)N2CCN(C(=O)c3ccco3)CC2)c1C	0	9	-7	22	-3	-7	-7	-1	-8
45	C=CCN(CC=C)C(=S)NC(=O)Cc1cccc2ccccc12	1	-1	10	11	1	-1	7	0	18
46	CCN(CC)C(=O)N1CCN(S(=O)(=O)c2ccc(C)c(C)c2)CC1	1	13	3	12	0	·	-14	-1	-6
47	CCOC(=O)c1c(NC(=O)c2ccc(C)cc2)sc2c1CC(C)(C)OC2	-2	-4	4	-4	-27	-1	-12	1	-5[fluorescence artefact?]
48	CCc1cccc(CC)c1N(COC)C(=O)Cn1c(CO)nc2ccccc21	1	8	-8	43*	4	-5	-20	0	-7
49	CCOC(=O)C1(CCOC)CCN(Cc2cnc(-c3cccc(C)c3)nc2)CC1	1	3	1	8	·	-7	-13	-1	-6
50	O=C(O)c1ccc(CNC(=O)c2ccccc2NC(=O)c2ccc([N+](=O)[O-])cc2)cc1	-1	0	2	5	0	2	-10	-2	9
51	COc1ccc(NC(=O)/C(=C\c2cccnc2)NC(=O)c2cccs2)cc1	5	6	-1	6	-6	1	0	3	-1
52	Cc1cccc(NC(=O)C2CCCN(S(=O)(=O)c3cccc4cccnc34)C2)c1 (configuration not stated)	-1	5	-1	16	-5	1	-6	-3	14
53	FC(F)(F)c1cc(-c2ccco2)nc(N2CCOCC2)n1	-5	-2	4[fluorescence artefact?]	13	-16	19	-11	0	-1
54	COc1c(S(=O)(=O)n2nc(C)cc2C)ccc(Cl)c1Cl	-9	-5	0	11	-22	0	-12	0	-5
55	O=C1CCN(Cc2nnnn2CC2CCCO2)c2ccccc2N1 (configuration not stated)	1	-6	-5	7	-9	2	-8	0	-6
56	CC(=O)c1ccc(OCC(O)CN2C(C)CCCC2C)cc1 (configuration not stated)	3	2	1[fluorescence artefact?]	13	52*	6	-13	0	-23
57	COc1cc(/C=C(\C#N)C(=O)c2c[nH]c3ccccc23)cc(OC)c1O	1	9	25	5	5	-467	4	-3	10
58	Cc1noc(C)c1COc1cccc(C(=O)OCC(=O)NCCN2C(=O)CSC2=O)c1	1	0	-1	10	-8	-7	-6	0	-8
59	Cc1ccc(C2=NN=C(NC(=O)CSc3nc(C)cc(C)n3)SC2)cc1	-1	3	-5	6	-5	0	-16	-1	5
60	c1ccc2c3c(c(CN4CCCCC4)cc2c1)COC3	4	-1	-13	8	0	9	·	0	0
61	CC(=O)C1C(c2ccccc2)c2c(noc2C)CC1(C)O (configuration not stated)	8	3	2	8	2	·	-29	-1	4
62	CCOC(=O)C1(Cc2cccc(OC)c2)CCCN(S(=O)(=O)c2cccnc2)C1 (configuration not stated)	-5	-7	3	3	-5	-14	-1	0	-5
63	CC1CC/C(=N/Nc2ccccc2)C(=O)N1 (configuration not stated)	-4	2	2	4	-15	-3	-4	1	12
64	CC(=O)n1cc([C@H]2C=C(C(=O)N3CCN(Cc4ccccc4)CC3)O[C@@H](OCCCCO)C2)c2ccccc21	-2	18	0	16	8	0	·	-1	0
65	COc1ccc(C(C(=O)NC(C)(C)C)N(Cc2ccccc2)C(=O)CCC(=O)Nc2cc(C)on2)cc1 (configuration not stated)	0	-4	3	0	-9	-98	-9	-1	-13
66	Cc1cc(C)n(-c2ccc(C(=O)OCC(=O)Nc3ccc(Cl)cc3[N+](=O)[O-])cc2)n1	3	-4	3	5	-4	11	1	-1	-6[fluorescence artefact?]
67	Cc1ccc(C(=O)N/C(=C\c2ccccc2)C(=O)NCCCn2ccnc2)cc1	-3	-5	0	0	-2	1	-1	-2	10
68	CC(NCc1ccc2c(c1)OCO2)C(=O)NC1CCCCC1 (configuration not stated)	-5	3	-3	14	-2	16	2	-2	22
